Screening results: PubChem, National Center for Advancing Translational Sciences (NCATS)
IL2 activator: activators of IL-2. hit rate 0.065% among 360,000. IL-2 activation reporter assay, cell-based qHTS; stimulated with anti-CD3/CD4/CD28 beads; in transgenic mouse T cells. activation, % (series mostly up to about 46 µM); in the data active means activation above about 50%; inconclusive means mostly about 30% to 49%; further: 0% is about no effect
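Quantitative HTS in unstimulated transgenic mouse T cells, with memory T cells as non-tolerant control and PMA/ionomycin as tolerance-bypass control. Compound pretreatment lasted 60 minutes before 18 h bead stimulation; EGFP/DsRed fluorescence read.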
GLP-1R agonist: GLP-1 receptor (human) agonism. HEK293 GLP-1R CRE-luciferase, luminescence, 4-6 h; cells express a hypersensitive GLP-1R form. P43220. hit rate 0.007% among 380,000. AID 624172. Potency, µM (titrated, usually from 45.6 µM), for inactives: at the top dose activation, usual class: activators; further: potency means the concentration at half of the fitted maximal effect; % of control where 0% means no effect
Target sequence (P43220 whole entry, looked up): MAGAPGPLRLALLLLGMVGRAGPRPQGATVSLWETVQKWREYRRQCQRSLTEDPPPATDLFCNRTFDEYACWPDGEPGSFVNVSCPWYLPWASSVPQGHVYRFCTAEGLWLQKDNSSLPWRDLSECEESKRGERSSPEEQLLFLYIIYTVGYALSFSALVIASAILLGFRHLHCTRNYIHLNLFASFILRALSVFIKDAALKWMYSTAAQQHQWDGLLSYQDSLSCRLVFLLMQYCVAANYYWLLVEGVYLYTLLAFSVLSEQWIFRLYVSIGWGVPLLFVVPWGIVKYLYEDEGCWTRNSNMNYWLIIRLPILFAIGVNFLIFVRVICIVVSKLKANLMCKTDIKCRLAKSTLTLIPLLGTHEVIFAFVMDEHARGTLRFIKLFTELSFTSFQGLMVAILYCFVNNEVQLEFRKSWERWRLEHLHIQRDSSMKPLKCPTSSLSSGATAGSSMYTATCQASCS
PI5P4K alpha inh: inhibitors of human PI5P4K alpha | hit rate 1.2% among 330,000 | P48426 | max response, % | PI5P4Kalpha enzyme, ADP-Glo luminescence, 60 min; hits give low values; active means max response of -50% or lower; inconclusive means between -30% and -50%; inactive means -30% or higher; further: value at the top dose of about 77 µM; on the % scale 0 is the no-effect control and ±100 the full control effect
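Compounds were pin-transferred onto PI5P4Kalpha and substrate in HEPES pH 7.4 buffer with EGTA, CHAPS and 5% DMSO. ATP (5 microM final) started the reaction, which ran 60 minutes at room temperature before ADP-Glo detection.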
EPAC1 antagonist: EPAC1 (human) antagonism. Potency, µM (series often up to 115 µM), for the others: at the highest dose activity change, negative = inhibition, most hits filed as inhibitors. hit rate 0.14% among 360,000. O95398. EPAC1 GEF assay, Rap1b-BODIPY-GDP exchange fluorescence. AID 720709;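 further: potency means the concentration at half of the fitted maximal effect; plate controls were vehicle for no effect and positive control for full effect; nearly all actives have a fitted effect of over 50% in size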
GLP1R inv ag: acts as inverse agonist at human GLP-1 receptor | Potency, µM (doses to about 38.3 µM), without a hit: at the highest dose activity change, negative = inhibition, actives largely listed as inhibitors | AID 624417 | P43220 | hit rate 1.6% among 410,000 | HEK293 GLP-1R CRE-luciferase, luminescence, 24 h; GLP-1R form is constitutively active; further: potency means the concentration at half of the fitted maximal effect; on the % scale 0 is the no-effect control and ±100 the full control effect; nearly all actives have a fitted effect of over 55% in size
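Readout was luciferase luminescence, measured 12 min after detection reagent at room temperature. Beforehand, GLP-1R reporter HEK293 cells had sat 12 h, then received compounds for 24 hr at 37 deg C.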
PLK1 PBD inh: blocks phosphopeptide binding to human PLK1 polo-box domain; Plk1 PBD binding of FITC phosphopeptide, fluorescence polarization; Potency, µM, without a hit: max response, negative = inhibition, most hits filed as inhibitors; hit rate 2.8% among 360,000; AID 720504; further: potency means the concentration at half of the fitted maximal effect; series mostly up to about 57 µM; on the % scale 0 is the no-effect control and ±100 the full control effect; nearly all actives have a fitted effect of over 65% in size
Target sequence (P53350 whole entry, looked up, the tested form may be a part): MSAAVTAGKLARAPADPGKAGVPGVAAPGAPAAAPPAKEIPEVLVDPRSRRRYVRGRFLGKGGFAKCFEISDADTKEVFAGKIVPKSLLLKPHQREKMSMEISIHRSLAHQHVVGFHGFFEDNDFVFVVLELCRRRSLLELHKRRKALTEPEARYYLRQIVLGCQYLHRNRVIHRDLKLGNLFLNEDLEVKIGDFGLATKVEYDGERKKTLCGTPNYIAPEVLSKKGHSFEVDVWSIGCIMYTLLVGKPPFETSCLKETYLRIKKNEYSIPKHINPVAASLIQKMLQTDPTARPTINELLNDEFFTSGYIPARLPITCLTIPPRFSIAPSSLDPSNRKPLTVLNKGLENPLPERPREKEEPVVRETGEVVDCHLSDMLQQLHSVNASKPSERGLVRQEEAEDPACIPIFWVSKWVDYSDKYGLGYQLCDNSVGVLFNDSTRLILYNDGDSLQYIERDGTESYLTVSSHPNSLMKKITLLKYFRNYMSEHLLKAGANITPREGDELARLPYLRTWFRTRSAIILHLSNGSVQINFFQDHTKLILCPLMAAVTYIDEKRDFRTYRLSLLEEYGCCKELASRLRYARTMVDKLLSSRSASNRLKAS
HEK293 tox: cytotoxicity in counter-screen for GLP-1R inverse agonists. HEK293 cAMP-luciferase reporter cells, luminescence, 24 h. Potency, µM (doses to about 38.3 µM), inactives show at the highest dose activity change, negative = inhibition, usual class: inhibitors. hit rate 0.13% among 410,000;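 further: loss of luciferase light is scored as toxicity; potency means the concentration at half of the fitted maximal effect; on the % scale 0 is the no-effect control and ±100 the full control effect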
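Seeding density was 200 cells/uL; after overnight-length (12 h) culture, 23 nL compounds went on for 24 h at 37 °C. Readout used a luciferase detection reagent, luminescence taken after 12 min at room temperature.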
EPAC1 ag: activates human EPAC1 exchange factor; AID 720707; EPAC1 agonist qHTS, biochemical assay; response scale: 100% = response to 6.5 mM cAMP; hit rate 0.073% among 360,000; Potency, µM (series often up to 154 µM), without a hit: at the highest dose activation, actives largely listed as activators; O95398; further: potency means the concentration at half of the fitted maximal effect; nearly all actives have a fitted effect of over 60% in size
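EPAC1 100 nM, Rap1B–BODIPY-GDP 250 nM, unlabeled GDP 50 uM; compound titration; 5 min RT; kinetic read ex480/em540 at 5-min intervals ×30 min; data normalized to 6.5 mM cAMP agonist control.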
PTHR1 ag: PTHR1 (human) receptor agonism; Potency, µM (doses to about 115 µM), for inactives: top-dose activation, hits mostly activators; hit rate 0.075% among 410,000; HEK293 GP2 PTHR1 cells, GloSensor cAMP luminescence, 1 h; AID 743266; further: potency means the concentration at half of the fitted maximal effect; nearly all actives have a fitted effect of over 55% in size; some results filed as inactive show a strong effect at the top dose; inactives centre near -15; many of its hits are not listed in these tables
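HEK-293-derived GP2 cells expressing PTHR1 and a GloSensor cAMP reporter, 3,000/well, plated overnight, given luciferin plus IBMX (each 0.5 mM as added) for 1 h at 37 °C, then compound for 1 h at 37 °C. Luminescence was read after 15 min at room temperature.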
Starred values were filed as active, the others as inactive; i = inactive; ? = inconclusive; · = no result given; & = joins results of further samples; [ ] = remark or other dose. Unless noted, the call rests on the fitted dose curve; in most records, active means well fitted curve in the direction sought with a large enough effect; inconclusive means small, poorly fitted or top-dose-only effect, or another doubt; inactive means no such curve, though single readings can be large; an effect the other way counts as inactive or inconclusive.

smiles	IL2 activator	GLP-1R agonist	PI5P4K alpha inh	EPAC1 antagonist	GLP1R inv ag	PLK1 PBD inh	HEK293 tox	EPAC1 ag	PTHR1 ag
CCOc1ccc(/C=N/N2C(=O)C(CC(=O)Nc3ccc(F)cc3F)SC2=NC)cc1OC (stereo not given)	-3.4	7.0%	-7.9	-14.6%	13.8%	0.9%	7.1%	-1.8%	-13.1%
Cc1ccc(Nc2ccc(C(=O)N3CCCC3)cn2)c(C)c1	0.5	-2.5%	6.0	-1.0%	48.4%[activator]	-16.9%	-29.1%	0.0%	-10.0%[57.5 µM]
Cc1ccccc1C(=O)N1CCC(C(=O)Nc2ccc(S(=O)(=O)N3CCCC3)cc2)CC1	-0.4	3.8%	-2.1	-13.1%	-29.9%	11.9µM*	3.5%	1.6%	i
CC(C)CCNC(=O)c1ccccc1SCC(=O)NC1CCCCCCC1	-4.9	3.7%	-5.9	1.6%	?	-6.3%	-21.3%	0.6%	-20.7%
CCCS(=O)(=O)c1nc(S(=O)(=O)c2ccc(C)cc2)c(N2CCCCC2)s1	-1.6	6.1%	4.5	2.5%	?	2.9%	-20.8%	5.9%	i
COc1ccc(/C=N/Nc2ncc(Br)cn2)c(OC)c1	0.4	2.4%	?	-18.8%	33.5%[activator]	?	10.7%	-14.1%	i
CCC(C)(C(=O)NC1CCCC1)N(Cc1ccco1)C(=O)c1ccc2c(c1)OCO2 (stereo not given)	-0.9	0.9%	·	-0.4%	-3.6%	-7.4%	0.5%	2.8%	i
CN(CCCNC(=O)C1CCN(S(=O)(=O)c2cccc3nsnc23)CC1)Cc1ccccc1	-3.5	-4.4%	-1.6	13.0%	-28.0%	-3.5%	-7.3%	7.2%	?
CCOC(=O)CCNC(=O)Nc1ccc2nc(C)n(Cc3ccccc3Cl)c(=O)c2c1	-0.3	8.0%	·	-10.4%	0.0%	-11.2%	9.4%	8.9%	i
CCc1cc(SC#N)cc(CC)c1NC(=O)CCl	-0.8	-12.2%	6.6	-14.4%	?	?	-5.8%	5.4%	-49.9%[inhibitor]
Cc1cc(NS(=O)(=O)c2ccccc2)cc(Cl)c1O	-0.4	0.5%	-1.8	-16.1%	1.1%	-9.8%	10.1%	1.5%	i
Cc1ccc(S(=O)(=O)NC(C)C(=O)N2CCOCCOCCOCC2)cc1 (stereo not given)	0.1	6.3%	-3.3	9.6%	-13.3%	0.4%	-0.3%	12.2%	-1.2%
COCc1nnc(NC(=O)c2ccc(S(=O)(=O)N(C)C3CCCCC3)cc2)o1	1.3	-10.4%	-11.4	-11.5%	?	-3.5%	-27.7%	4.1%	i
CC(C)c1nc2cc(C(=O)N3CCN(c4cnccn4)CC3)ccc2o1	0.5	-1.9%	-4.5	6.5%	12.3%	-0.9%	-2.7%	-7.9%	i
O=c1cc(CN2CCN(Cc3ccccc3)CC2)c2cc3c(cc2o1)CCC3	-5.5	-1.3%	0.0	2.4%	-35.9%	3.4%	-1.2%	-1.3%	-15.2%
CCOc1ccc(CN2CCNC(=O)C2CC(=O)NC2CCOCC2)cc1 (stereo not given)	-1.5	-7.4%	1.4	-23.5%	-0.8%	-6.7%	11.1%	5.6%	i
Cc1ccc(Nc2ccc([N+](=O)[O-])cn2)cc1Cl	-0.4	-0.4%	0.6	6.7%	?	-2.2%	2.7%	5.4%	-31.5%
COc1ccc(N/C=C(\C=C\C#N)S(=O)(=O)c2ccccc2)cc1	-0.5	2.1%	2.3	-14.1%	-22.6%	-16.5%	23.3%	7.7%	i
O=C(COC(=O)c1ccc2ncsc2c1)NCc1ccc(F)cc1	-1.0	8.8%	2.4	-23.1%	-9.9%	-11.8%	-8.1%	6.1%	i
C=CCn1nnnc1-c1cccc(Cl)c1	-0.3	0.6%	4.5	0.4%	2.2%	26.7µM*	3.1%	-8.0%	i
CCOC(=O)c1c(NC(=O)CSc2nnnn2-c2ccc3c(c2)OCO3)sc(C)c1C	0.5	-8.4%	·	-8.8%	-10.6%	-6.7%	6.1%	-1.9%	i
CC(=O)Nc1cc(-c2ccccc2F)cn2c(-c3cccc(C(F)(F)F)c3)cnc12	-0.8	1.2%	-3.1	-23.2%	?	-1.9%	8.3%	-22.4%	-6.7%
CCOC(=O)C(CCCCOc1ccc([N+](=O)[O-])cc1)C(=O)OCC	-2.2	-0.2%	·	9.4%	-5.8%	-5.3%	-12.7%	9.2%	-10.0%[57.5 µM]
CC(=O)c1ccc(NC(=O)C2CCCN(S(=O)(=O)c3c(C)[nH]c(=O)[nH]c3=O)C2)cc1 (stereo not given)	0.8	7.0%	-2.5	5.3%	13.0%	3.6%	6.6%	3.2%	i
COc1ccc(Cc2nnc(SCC(=O)Nc3ccccc3C)n(N)c2=O)cc1	-0.2	-2.6%	9.7	-14.7%	5.6%	-10.1%	5.2%	2.3%	-2.5%
COc1nc(N)nc2c1ncn2C1OC(CO)CC1O (stereo not given)	-0.1	0.8%	1.6	8.4%	1.0%	-6.1%	7.6%	5.2%	i
C=CCc1cc(OC)ccc1OCC(O)CN1CCN(c2ccc(OC)cc2)CC1 (stereo not given)	0.2&-2.8	-12.2%&0.6%	1.0	-7.9%&1.7%	?	-0.7%&-13.1%	-23.5%&4.6%	3.7%&-8.7%	19.8%[57.5 µM]
Cc1nnc(NC(=O)CSCc2c(C)noc2C)s1	1.2	-0.7%	-2.4	-6.5%	12.1%	-9.0%	-2.7%	-13.1%	i
C/C(=N\NC(=O)c1ccc(F)cc1)c1ccccn1	-2.8	0.1%	3.0	3.7%	1.12µM*	2.3%	-27.1%	7.2%	-27.3%
Cc1cc(OCC(=O)N(C)Cc2ccccc2)ccc1Br	0.1	3.5%	4.4	-5.1%	10µM*	0.4%	4.2%	-3.2%	i
O=C(CCCCCN1C(=O)c2ccccc2C1=O)Oc1ccc2c3c(c(=O)oc2c1)CCC3	1.8	8.2%	5.4	-12.5%	10.0%	-17.8%	20.0%	10.4%	-22.2%
CCCc1c(-c2cccc(F)c2)ncn1Cc1ccccc1OC	0.2	11.6%	-2.7	-21.6%	-23.2%	-6.0%	1.5%	-2.8%	-20.2%
Cn1c(=O)cc(C(=O)N/N=C/c2ccc(Cl)cc2)[nH]c1=O	0.2	2.4%	-1.6	-16.2%	41.5%[activator]	-11.5%	4.2%	4.7%	?
COc1cc(CNCc2ccc(C(=O)O)cc2)ccc1OCc1ccc(F)cc1	1.1	6.9%	-0.9	7.0%	24.3%	-12.5%	-6.7%	3.9%	?
CC(=O)Nc1sc(N/N=C/c2ccc(O)cc2)nc1-c1ccc(C)cc1	-0.7	12.8%	-15.1	-14.0%	-14.8%	?	-9.9%	7.2%	?
COc1cc(Cl)ccc1OC1(C)CCN(Cc2ccc(-c3ccccn3)cc2)C1 (stereo not given)	-0.7	-0.6%	1.0	-1.2%	?	-2.5%	5.4%	-4.9%	-3.1%
OC(c1ccc(Cl)c(F)c1)c1ncc(-c2ccc(F)cc2)[nH]1 (stereo not given)	-0.4	14.1%	1.8	-1.2%	?	3.9%	-18.0%	5.1%	-8.8%
Cc1ccccc1NC(=O)CSc1nc2ccccc2c(=O)n1C	-0.2	7.2%	-7.5	-24.6%	2.2%	-3.2%	18.8%	4.4%	-31.3%[inhibitor]
CC(O)CNc1cnccn1 (stereo not given)	-2.8	4.7%	-1.7	6.0%	17.3%	-6.3%	-7.9%	-8.4%	-17.0%
CN1C(=O)c2ccc(C(=O)Nc3ccccc3O)cc2C1=O	-2.0	5.0%	3.5	-12.9%	6.3%	-2.2%	-7.1%	-5.4%	i
CCc1ccccc1-n1ncc(C(=O)Nc2ccccc2OC)c1C	-0.8	0.0%	7.5	-6.8%	?	6.7%	-15.9%	7.0%	-42.9%[inhibitor]
CC(=O)Sc1nc(-c2ccccc2)[nH]c1S(=O)(=O)c1ccc(C)cc1	-2.9	-4.5%	-80.6*	-8.5%	-0.1%	2.99µM*	6.9%	-6.1%	i
O=C(c1ccc(NS(=O)(=O)c2ccc3[nH]c(=O)[nH]c3c2)cc1)N1CCN(c2ccccc2O)CC1	0.4	4.1%	-21.8	-9.0%	44.2%[activator]	-8.5%	-0.7%	11.4%	i
CC1CCc2sc(C(=O)Nc3ccc(C(N)=O)cc3)cc2C1 (stereo not given)	2.4	14.7%	-3.2	?	37.3%[activator]	-1.1%	6.7%	0.5%	-14.3%
CCCCCCN1CCN(C2CN(Cc3cn(Cc4ccc(Cl)cc4)nn3)S(=O)(=O)C2)CC1 (stereo not given)	-0.2	9.4%	9.7	0.4%	-27.3%	0.0%	5.5%	-4.7%	-70.0%
O=C(NCCCc1ccccc1)Nc1cccc(Cl)c1	-0.7	-6.7%	9.2	0.1%	?	-7.3%	3.9%	25.1%	-34.9%
C[C@H]1CN=C(N(C)C)N1CCc1ccc(F)cc1	-1.0	-0.5%	-1.8	0.7%	19.3%	-0.8%	-22.5%	0.2%	-25.4%
CCCCn1cc(S(=O)(=O)c2ccccc2)c(=O)c2cc(C)ccc21	-0.9	5.4%	-1.8	-6.6%	-3.1%	-12.8%	-8.2%	5.9%	-0.5%
Cc1ccc(C)c(NC(=O)CN(C)S(=O)(=O)c2cccc3cccnc23)c1	6.5	21.0%	0.5	-7.9%	10.1%&0.1%	-3.7%	3.7%&-1.7%	1.0%	-7.7%&-5.7%
CCOc1ccc(Cl)cc1-c1cc(C(=O)Nc2cc(OC)c(OC)c(OC)c2)[nH]n1	-0.4	-6.8%	-2.3	-6.1%	?	6.3%	?	11.0%	-8.8%

A portion of the library; the hit share may differ from the screen's.
